Screening results (PubChem BioAssay)
Arr AP2 block – inhibitors of human beta-arrestin and AP2 interaction; FITC-arrestin peptide / GST-AP2 beads, flow cytometry; AP2 beta2 appendage carries R879A mutation; inhibition, % at 10 µM; 0.31% of 340,000 active;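 active = inhibition above a set limit, near 3 SD of compounds lacking own fluorescence, cut at about 54% in these data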;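 also: plate controls were DMSO wells for no effect and 5 µM unlabelled arrestin peptide for full effect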
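system = GST-tagged AP2 beta2-adaptin appendage (R879A) on 4 µm glutathione beads | reagent = FITC-labelled arrestin peptide probe, 50 nM final | schedule = compound with beads 12 min RT, then probe 1 h RT | signal = HyperCyt-sampled flow cytometry, FL1 channel, ex 488/em 535 nm | read-out = percent response from loss of bead-bound FITC fluorescence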
OPRM1-OPRD1 inv – inverse agonists of human mu-delta opioid receptor heterodimerization. cell-based MOR-DOR heterodimer luminescence, inverse agonism. 0.21% of 340,000 active. P35372+P41143. inhibition, % at 9.3 µM; in the data active = inhibition above about 22%, passing the limit was not always enough;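 also: 0% = cells with DMSO and 100% = wells without cells with DMSO; values of inactives mirror those of a sister screen read the other way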
HTR5A inv ag – inverse agonist of human HTR5A in OPRM1-OPRD1 counter-screen | P47898 | HTR5A cell line, luminescence, inverse agonism | inhibition, % at 9.3 µM | 0.083% of 340,000 active; in the data active = inhibition mostly above about 23%, no sharp cut-off; inactive = mostly below about 18%;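 also: 0% = cells with DMSO and 100% = no-cell wells with DMSO; some compounds called inactive have numbers as strong as hits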
Target sequence (P47898 whole entry, looked up): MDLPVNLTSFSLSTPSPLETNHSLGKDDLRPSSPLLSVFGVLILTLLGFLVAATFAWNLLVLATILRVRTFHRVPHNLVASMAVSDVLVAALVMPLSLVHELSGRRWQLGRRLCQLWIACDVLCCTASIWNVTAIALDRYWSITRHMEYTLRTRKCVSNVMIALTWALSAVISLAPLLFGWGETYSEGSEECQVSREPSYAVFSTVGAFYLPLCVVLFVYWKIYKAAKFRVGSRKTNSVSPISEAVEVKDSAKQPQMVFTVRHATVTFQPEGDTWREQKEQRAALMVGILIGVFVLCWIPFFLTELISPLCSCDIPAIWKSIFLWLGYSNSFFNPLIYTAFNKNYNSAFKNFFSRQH
DAGLB inhibitor – blocks human DAGLB lipase activity | inhibition, % at 5.17 µM | Q8NCG7 | HEK293T DAGLB membrane lysate, EnzChek fluorogenic substrate | 0.059% of 340,000 active; in the data active = inhibition above about 34%;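 also: 0% = enzyme with vehicle and 100% = wells lacking enzyme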
PKA-R1A act – activators of PKA-R1A complex; PKA-R1A dissociation, Cy5-IP20 fluorescence polarization; scaled: DMSO 0%, 113 µM cGMP 100%; activation, % at 11.4 µM; 0.083% of 340,000 active; AID 504707;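 active = percent activation above the mean of all tested compounds plus 3 SD, cut at about 19% in these data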;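 also: higher means more PKAc released from R1A so a rise in polarization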
OPRM1-OPRD1 ag – OPRM1-OPRD1 heterodimerization agonism | 0.3% of 340,000 active | cells, luminescence | P35372+P41143 | activation, % at 9.3 µM; in the data active = activation above about 18%;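 also: 0% = vehicle-treated cells and 100% = reference agonist; values of inactives mirror those of a sister screen read the other way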
HTR5A ag ctr – counter-screen for OPRM1-OPRD1 agonists: human HTR5A agonism; activation, % at 9.3 µM; 0.61% of 340,000 active; P47898; HTR5A agonist assay, luminescence, cell-based; in the data active = activation mostly above about 9.5%, no sharp cut-off; inactive = mostly below about 7.6%;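 also: 0% = cells with vehicle only and 100% = reference agonist; strong numbers were not always called active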
V-ATPase pH – yeast V-ATPase proton transport regulation by pHLuorin; S. cerevisiae, pHLuorin cytosolic pH fluorescence; response, % at 10 µM; 0.37% of 350,000 active; AID 504577; in the data active = response mostly above about 7.3%, no sharp cut-off; inactive = mostly below about 5.4%; also: actives read high; inactives centre near 0; some compounds called inactive have numbers as strong as hits; reference of the scale not given here
PKA-R2B act – PKA-R2B complex activation; P22694+P31323; activation, % at 11.4 µM; 0.079% of 340,000 active; PKA-R2B holoenzyme dissociation, Cy5-IP20 fluorescence polarization; R2B truncated from residue 108, S112A mutant; 0% DMSO only, 100% 113 µM cGMP;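 active = activation above a cutoff set at the mean over all compounds plus 3 SD, cut at about 18% in these data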;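 also: higher means more holoenzyme dissociation and a rise in polarization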
Target sequence (P31323 whole entry, looked up, other chains not shown, the tested form may be a part): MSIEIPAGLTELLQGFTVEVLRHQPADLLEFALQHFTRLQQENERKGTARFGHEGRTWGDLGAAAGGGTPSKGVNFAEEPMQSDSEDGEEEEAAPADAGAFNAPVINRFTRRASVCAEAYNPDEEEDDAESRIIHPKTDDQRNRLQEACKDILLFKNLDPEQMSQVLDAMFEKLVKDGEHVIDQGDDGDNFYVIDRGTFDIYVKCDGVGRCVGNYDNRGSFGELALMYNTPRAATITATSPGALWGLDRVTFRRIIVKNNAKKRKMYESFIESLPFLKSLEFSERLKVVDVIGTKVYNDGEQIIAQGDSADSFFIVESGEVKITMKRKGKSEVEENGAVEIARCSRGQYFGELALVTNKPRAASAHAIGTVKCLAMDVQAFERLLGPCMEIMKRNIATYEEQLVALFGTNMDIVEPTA
Pemphigus Ab inh – inhibitors of pemphigus antibody binding to human desmoglein-3. P32926. DSG3-coupled beads, scFv-anti-DSG3-GFP binding, flow cytometry; active compounds read low. binding (percent of control), % at 10 µM. 0.48% of 310,000 active. AID 588358;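 active = binding more than 3 SD below its plate's average and above zero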;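 also: hits lower antibody fragment binding to DSG3; some compounds called inactive have numbers as strong as hits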
An asterisk follows results filed as active; / = not tested or not shown.

SMILES	Arr AP2 block	OPRM1-OPRD1 inv	HTR5A inv ag	DAGLB inhibitor	PKA-R1A act	OPRM1-OPRD1 ag	HTR5A ag ctr	V-ATPase pH	PKA-R2B act	Pemphigus Ab inh
Cc1noc(NS(=O)(=O)c2ccc(NC(=O)C(F)(F)F)cc2)c1C	10	5	5	1	-4	-0.9	5	6	-9	109
CCOC(=O)CC(NS(=O)(=O)c1ccc2[nH]c(=O)sc2c1)c1ccc(C)cc1 (stereo not drawn)	14	13	-10	-2	-10	-2.3	3	1	2	99
Cc1ccccc1NC(=O)CSc1nnnn1C	-2	16	10	-2	-1	-2.9	-4	0	-4	99
CCOC(=O)c1nnn(CC(=O)Nc2cc(F)ccc2F)c1C(=O)OCC	5	1	-16	-1	-5	-0.3	5	1	-2	101
COc1cccc(OC)c1C(=O)NC(C)c1ccccc1 (stereo not drawn)	3	11	-5	0	3	-2.0	2	3	-1	95
CC1CCCCN1C(=O)NC12CC3CC(CC(C3)C1)C2 (stereo not drawn)	-10	1	-10	-1	3	-0.1	4	1	-8	106
O=C(Cn1cc2c(n1)CCCCC2)Nc1ccccc1Cl	8	3	-30	-5	7	-0.6	-1	-4	7	99
COc1ccc(C(=O)NC(=S)Nc2ccccc2N2CCOCC2)cc1[N+](=O)[O-]	2	18	10	-8	0	-3.5	3	2	4	99
COc1ccc(C2N(C(=O)c3ccccc3)CCN2C(=O)c2ccccc2)cc1	4	17	-6	1	-15	-3.1	6	-1	-16	103
O=C(NCc1ccco1)c1ccc(NS(=O)(=O)c2cccc(F)c2)cc1	20	8	10	0	12	-1.5	6	-3	2	102
Cc1[nH]c2ccccc2c1/C=N/Nc1ccc([N+](=O)[O-])cc1	0	9	35	34	-3	-1.6	-9	-1	-4	/
Cn1c(=O)c([N+](=O)[O-])c(-n2ccnc2)c2ccccc21	13	12	1	1	-2	-2.2	-1	-2	-3	100
COc1cccc2c1C1COC3C4CC(C(=O)O)C(C(C2)N13)N4C (stereo not drawn)	-9	14	5	-1	0	-3.3	-1	4	-9	93
CC(C)(C)NC(=O)C(c1ccncc1)N(Cc1ccco1)C(=O)c1ccc(-c2ccccc2)[nH]1 (stereo not drawn)	13	2	1	1	14	-0.4	5	-2	1	117
CCCCn1c(N)c(N(CC(C)C)C(=O)CSCc2cccc(C)c2)c(=O)[nH]c1=O	14	-28	-1	0	-5	4.3	4	4	0	107
CN(C)S(=O)(=O)c1cccc(C(=O)C2=C3SC=C(c4ccccc4)N3CC2)c1	7	-7	-5	-2	1	1.1	9	0	6	95
O=C(N[C@@H]1CCC(=O)N(CC[C@H](Sc2ccccc2)c2ccccc2)CC1)OCc1ccccc1	4	1	-6	-1	-4	-0.2	5	1	-9	112
NC(=O)COC(=O)CSc1ccc2ccccc2c1	-7	11	-1	1	-10	-2.2	0	7	-8	111
Cn1nc(C(C)(C)C)c([N+](=O)[O-])c1C(=O)NC1CCCCC1	0	8	-4	0	-6	-1.6	-2	-3	-7	96
CC(C)CC#Cc1ccc2c(c1)O[C@H](CN(C)C(=O)Cc1ccncc1)[C@H](C)CN([C@H](C)CO)S2(=O)=O	/	/	/	8	-15	/	/	2	3	/
c1cnn(Cc2cnc(N3CCOCC3)s2)c1	20	12	7	2	-6	-2.2	-3	-1	-6	98
CCSc1sc(CC)cc1C=O	-4	22	12	-1	4	-4.4	5	-2	-6	85
CC(=O)c1c(C)[nH]c(C(=O)CSc2ncnc3sc(-c4ccccc4)cc23)c1C	-1	5	-12	1	-6	-1.0	6	2	0	88
Cc1cc(C(=O)O)ccc1-c1ccc(/C=C2\SC(=O)N(CC(=O)Nc3ccc4c(c3)OCO4)C2=O)o1	-5	8	13	2	-10	-1.5	-3	-3	-3	/
CC(=O)C1C(c2ccncc2)NC(=O)NC1(O)C(F)(F)F (stereo not drawn)	3	18	-2	1	7	-3.3	0	-2	9	/
CNC(=O)C[C@H]1C(=O)N(c2ccccc2)C[C@@H]1CSC	/	/	/	3	-16	/	/	0	10	/
Cc1cccc(NCC(=O)N/N=C\c2cccn2C)c1	-9	17	-53	-1	4	-3.5	2	2	-7	/
CCC(C)NC(=O)C1CCC(CNS(=O)(=O)c2ccc3c(c2)CC(C)N3C(=O)C2CC2)CC1 (stereo not drawn)	-15	13	-29	-1	1	-2.6	-1	6	-2	108
Cc1ccc(C)c(S(=O)(=O)N2CCN(C(=O)CCC(=O)NCc3ccc(Cl)cc3Cl)CC2)c1	-7	0	3	1	-8	0.0	-1	4	-9	104
Cc1cc(O)cc2c1C(=O)/C(=C/c1ccco1)O2	18	10	0	-1	4	-1.7	0	2	-1	98

Reprinted at random: 3 compounds from above
SMILES	Arr AP2 block	OPRM1-OPRD1 inv	HTR5A inv ag	DAGLB inhibitor	PKA-R1A act	OPRM1-OPRD1 ag	HTR5A ag ctr	V-ATPase pH	PKA-R2B act	Pemphigus Ab inh
CC(=O)C1C(c2ccncc2)NC(=O)NC1(O)C(F)(F)F (stereo not drawn)	3	18	-2	1	7	-3.3	0	-2	9	/
CCC(C)NC(=O)C1CCC(CNS(=O)(=O)c2ccc3c(c2)CC(C)N3C(=O)C2CC2)CC1 (stereo not drawn)	-15	13	-29	-1	1	-2.6	-1	6	-2	108
Cc1cc(C(=O)O)ccc1-c1ccc(/C=C2\SC(=O)N(CC(=O)Nc3ccc4c(c3)OCO4)C2=O)o1	-5	8	13	2	-10	-1.5	-3	-3	-3	/

(more compounds)
SMILES	Arr AP2 block	OPRM1-OPRD1 inv	HTR5A inv ag	DAGLB inhibitor	PKA-R1A act	OPRM1-OPRD1 ag	HTR5A ag ctr	V-ATPase pH	PKA-R2B act	Pemphigus Ab inh
Cc1ccc2c(C)c(C(=O)NCc3ccc(S(N)(=O)=O)cc3)oc2c1	16	4	-4	-1	-6	-0.8	2	1	-5	105
CN(C)C(=O)CN1CCN(c2nc3nonc3nc2N2CCCCC2)CC1	18	3	13	3	-13	-0.5	-8	13*	-13	123
COc1ccc(OC)c(NC(=S)NCCN2CCOCC2)c1	0	0	13	0	5	0.0	-5	-2	3	96
CSc1n[nH]c(N)c1S(=O)(=O)c1ccc(Cl)cc1	3	3	0	-2	-4	-0.7	0	0	-3	101
CC1=C(C)/C(=N\OS(=O)(=O)c2ccccc2)C=CC1=O	32	-331	19	-1	-11	62*	3	16	-14	76
CCc1ccc(C2CC(=O)N3CN(c4ccccc4)CSC3=C2C#N)cc1 (stereo not drawn)	1	4	-16	9	-19	-0.7	0	0	-3	85
COC(=O)/C(=C/Nc1ccccc1)[N+](=O)[O-]	2	-8	-2	-6	4	1.3	-2	2	10	119
CCOC(=O)N1CCN(C(=O)CSc2ccc(C(F)(F)F)cc2[N+](=O)[O-])CC1	8	9	11	2	-1	-1.4	-2	3	-7	/
O=C(CN1CCCCC1)NC(=O)Nc1ccccc1F	16	-3	0	-4	6	0.6	0	-2	-1	122
C/C(=N\NC(=O)C(N)=O)c1cccc([N+](=O)[O-])c1	3	10	-5	2	-3	-1.9	2	-2	7	96
O=C(CN1C(=O)NC2(CCc3ccccc32)C1=O)c1ccccc1 (stereo not drawn)	0	8	-21	15	-2	-1.6	9	-4	4	99
O=C(O)C1CCN(C(=O)c2ccc3c(c2)OCO3)CC1	-1	8	-5	-2	2	-1.2	3	2	-3	102
COCc1ccc(CN2CCC(n3nccc3NC(=O)CCOc3ccccc3)CC2)o1	-10	20	-3	0	1	-4.0	1	-2	10	112
O=C(Cc1ccc(F)cc1)NCC1CCCO1 (stereo not drawn)	-11	9	9	1	-9	-1.7	-4	-3	1	103
O=C(CCC1CCCCC1)NCc1ccncc1	8	7	-8	0	6	-1.1	1	0	-5	99

As entered above:
Reading for `O=C(O)C1CCN(C(=O)c2ccc3c(c2)OCO3)CC1` under PKA-R1A act: 2
Reading for `CSc1n[nH]c(N)c1S(=O)(=O)c1ccc(Cl)cc1` under OPRM1-OPRD1 ag: -0.7
Reading for `Cc1cccc(NCC(=O)N/N=C\c2cccn2C)c1` under OPRM1-OPRD1 inv: 17
Reading for `COc1cccc(OC)c1C(=O)NC(C)c1ccccc1` (stereo not drawn) under Arr AP2 block: 3
Reading for `CCOC(=O)N1CCN(C(=O)CSc2ccc(C(F)(F)F)cc2[N+](=O)[O-])CC1` under DAGLB inhibitor: 2
Reading for `CN(C)S(=O)(=O)c1cccc(C(=O)C2=C3SC=C(c4ccccc4)N3CC2)c1` under PKA-R1A act: 1

(further entries)
SMILES	Arr AP2 block	OPRM1-OPRD1 inv	HTR5A inv ag	DAGLB inhibitor	PKA-R1A act	OPRM1-OPRD1 ag	HTR5A ag ctr	V-ATPase pH	PKA-R2B act	Pemphigus Ab inh
COc1cc(/C=N\NC(=O)c2cccnc2)ccc1OC(=O)c1ccccc1Cl	-7	1	-8	-4	1	-0.1	4	5	8	113
O=C(OCC(=O)N1CCCc2ccccc21)c1cnc(Cl)c(Cl)c1	-8	-8	-5	-6	7	1.1	0	-2	-3	106
CC(C)(C)c1cc(S(=O)(=O)CCc2ccccn2)cc(C(C)(C)C)c1F	1	-28	5	-7	4	5.0	3	-4	-12	105
CC[C@@]1(C(=O)OC)N[C@H](CN(C)C(=O)COC)[C@@H]2C(=O)N(C)C(=O)[C@@H]21	6	18	-8	-1	-11	-3.8	2	-1	1	91
CCc1ccccc1Nc1cc(C(=O)NCc2ccccn2)c2ccccc2n1	9	7	6	1	-2	-1.4	6	3	-14	85
CCOC(=O)c1ccc(N2C(=O)CC(N3CCN(C(=O)c4ccccc4)CC3)C2=O)cc1 (stereo not drawn)	/	13	-2	2	6	-2.9	0	2	6	92
C=CCN1C(=O)/C(=C\c2ccc(Cl)cc2)N=C1SCC(=O)NC1CCCCC1	-2	5	-11	-1	-1	-1.0	4	-3	0	100
CN(CC(=O)Nc1ccc(F)c(F)c1F)C(=O)C1CSC2(C)CCC(=O)N12 (stereo not drawn)	-7	19	-7	3	0	-4.8	3	-1	4	102
CN(CC(=O)Nc1ccccc1C(F)(F)F)C(=O)CCc1nc2ccccc2c(=O)[nH]1	-4	4	-12	0	-3	-0.6	5	1	-10	85
COc1ccc(N(CC(=O)NCc2cccs2)S(=O)(=O)c2ccc(F)cc2)cc1	-3	-7	7	-1	11	1.9	-3	-7	0	/
Cc1nn(Cc2ccc(Cl)cc2)c(C)c1NC(=O)c1cc(-c2ccco2)on1	6	-2	-5	4	0	0.4	2	-8	-3	100
